Vif imaging: HIV Vif inhibition | inhibition, % at 7.49 µM | hit rate 0.35% among 340,000 | HEK293T cells, Vif self-association by quenched fluorescence, imaging, 24 h | AID 602346; in the data active = inhibition above about 50%, passing the limit was not always enough; also: some results filed as inactive read as strong as hits
NR2E3 ag-1: activates human NR2E3 receptor. hit rate 0.35% among 360,000. inhibition of corepressor binding, % at 3.98 µM. CHO-S Gal4-NCOR/VP16-NR2E3 two-hybrid, luciferase. AID 602229;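 active = inhibition above the mean of all tested compounds plus 3 SD, cut at about 70% in these data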;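 also: 0% = DMSO with NR2E3 transfected cells and 100% = cells lacking NR2E3 construct; higher means lower luciferase signal from less NR2E3 corepressor binding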
Target sequence (Q9Y5X4 whole entry, looked up, the tested form may be a part): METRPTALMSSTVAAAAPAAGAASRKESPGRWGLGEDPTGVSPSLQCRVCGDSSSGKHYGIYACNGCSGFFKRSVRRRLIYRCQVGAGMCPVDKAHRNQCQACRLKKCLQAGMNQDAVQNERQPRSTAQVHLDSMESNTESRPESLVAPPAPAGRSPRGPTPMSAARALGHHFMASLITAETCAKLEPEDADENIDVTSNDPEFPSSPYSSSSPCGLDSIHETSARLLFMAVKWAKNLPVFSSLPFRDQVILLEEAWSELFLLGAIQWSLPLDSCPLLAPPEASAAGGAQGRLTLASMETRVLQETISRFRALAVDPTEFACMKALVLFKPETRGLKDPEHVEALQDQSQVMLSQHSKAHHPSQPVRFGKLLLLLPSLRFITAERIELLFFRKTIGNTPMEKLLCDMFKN
PDI inh: blocks human protein disulfide isomerase activity; AID 588391; inhibition, % at 10 µM; PDI insulin aggregation turbidity, A650, 90 min; P07237; hit rate 0.052% among 350,000;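 active = mean inhibition across replicates of 30% or more, whatever share of single replicates reach that level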;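 also: absorbance from insulin aggregation driven by PDI reduction with DTT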
Target sequence (P07237 whole entry, looked up): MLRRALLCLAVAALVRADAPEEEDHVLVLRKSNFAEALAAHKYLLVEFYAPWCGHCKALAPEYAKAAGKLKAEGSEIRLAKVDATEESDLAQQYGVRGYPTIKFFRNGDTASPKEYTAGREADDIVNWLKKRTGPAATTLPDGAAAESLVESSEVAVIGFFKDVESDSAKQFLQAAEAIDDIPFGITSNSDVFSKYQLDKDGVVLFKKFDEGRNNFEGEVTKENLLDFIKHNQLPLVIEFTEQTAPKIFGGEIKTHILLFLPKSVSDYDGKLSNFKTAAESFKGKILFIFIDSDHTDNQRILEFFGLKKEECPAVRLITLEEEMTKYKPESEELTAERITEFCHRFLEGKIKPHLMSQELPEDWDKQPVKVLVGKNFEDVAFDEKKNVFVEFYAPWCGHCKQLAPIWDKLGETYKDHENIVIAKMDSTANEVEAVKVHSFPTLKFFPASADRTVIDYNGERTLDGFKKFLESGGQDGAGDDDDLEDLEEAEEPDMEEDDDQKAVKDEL
iPSC survival up: hiPSC single-cell survival enhancement; ATPlite luminescence; 100% = ROCK inhibitor wells, 0% = DMSO; survival enhancement, % at 20 µM; hit rate 0.044% among 360,000; in the data active = survival enhancement above about 18%;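 also: cells exposed to compounds for 16 hours before the ATP read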
Exocytosis inh: lytic granule exocytosis inhibition; TALL-104 LAMP-1 surface exposure, flow cytometry; cells stimulated with thapsigargin and PMA; inhibition, % at 10 µM; hit rate 0.66% among 360,000;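 active = inhibition above about 55%, limit read from the data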
MITF TRPM1 inh: MITF TRPM1 promoter inhibition in SK-MEL-5 cells; SK-MEL-5 TRPM1 promoter luciferase, 24 h; inhibition, % at 12.5 µM; hit rate 0.83% among 330,000;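 active = mean inhibition across replicates of 60% or more, whatever share of single replicates reaches that level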; also: values of inactives mirror those of a sister screen read the other way
Peg3 prom inh: reduces Peg3 promoter-driven luciferase expression in HeLa; HeLa PEG-Prom luciferase reporter, luminescence, overnight; inhibition, % at 20 µM; hit rate 1.7% among 360,000;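 active = inhibition of at least 50% at 20 µM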
HIF-2a block: HIF-2a inhibition. 786-0 RCC cells HIF-2a reporter, luciferase luminescence, overnight. inhibition, % at 18.8 µM. hit rate 0.72% among 360,000. AID 624352;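 active = inhibition of the luminescence signal of 40% or more relative to plate controls, in a single-dose primary screen at 18.75 µM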
aDG glyco up: increases alpha dystroglycan glycosylation. AID 624168. hit rate 0.22% among 360,000. Pro5-aDG cells, alpha-DG glycosylation AlphaScreen (IIH6); 0% Pro5, 100% B10-LARGE cell signal. activation, % at 10 µM;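 active = activation of at least 8% versus controls, or a plate z-score of at least 8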;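 also: Pro5 are CHO cells carrying HIG-tagged alpha-DG that lacks glycosylation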
NR2E3 ag-2: NR2E3 (human) agonism; Q9Y5X4; GST-NR2E3/biotin-RetCOR TR-FRET, 1536-well; inhibition of corepressor binding, % at 4.78 µM; hit rate 0.12% among 320,000; AID 2300;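 active = percent inhibition above the cutoff of mean plus 3 SD of all tested compounds, set per screening campaign, cut at about 20% in these data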;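 also: 0% = DMSO wells and 100% = biotin wells as full block of FRET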
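System: GST-tagged NR2E3 plus biotinylated RetCOR corepressor; Amount: 1.35 nM GST-tagged NR2E3 final; Dosing: single nominal compound dose of 4.8 µM; Schedule: 5 h incubation at 4 °C; Technique: TR-FRET with europium anti-GST and streptavidin-D2, 340 nm excitation; Controls: biotin wells as high control, 0.6% DMSO wells as low control.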
CaV13 FRET inh: Disruptors of the CACNA1D IQ motif to Ca2+-dependent inactivation inhibitor domain association, primary screening, Förster resonance energy transfer in intact living …; hit rate 0.098% among 340,000; inhibition, % at 12.3 µM; HEK cells, CFP/YFP FRET ICDI-IQ, plate reader, 10 min; percent FRET-ratio fall versus neutral wells;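 active = mean replicate inhibition of at least 30% and at least 1% of replicates passing that level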;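 also: 0% = median of the neutral control wells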
* marks the source's active call; other numbers are inactive results; . = not tested or not shown.

SMILES	Vif imaging	NR2E3 ag-1	PDI inh	iPSC survival up	Exocytosis inh	MITF TRPM1 inh	Peg3 prom inh	HIF-2a block	aDG glyco up	NR2E3 ag-2	CaV13 FRET inh
C=CC(=O)Nc1cccc(N(C)c2ccnc(Nc3ccc(N4CCN(C)CC4)cc3)n2)c1	1	-6	15	-7.1	-1	25	38	26	0.3	.	.
COc1ccc(NC(=O)c2ccccc2NC(=O)c2ccco2)cc1	-1	20	-4	0.1	-7	-7	-9	-38	0.0	0	-3
CCSCc1nnc(SCC(=O)Nc2cc(F)ccc2C)n1C	0	-1	-1	1.4	2	13	-10	11	0.5	-3	0
Cc1ccc(-n2c(C)cc(C(=O)CN3CCOCC3)c2C)cc1C	-4	-2	-2	2.9	2	-2	-14	-54	0.3	4	2
Cc1[nH]nc2c1C1(CCN(C(=O)c3ccccc3)CC1)C(C#N)=C(N)O2	17	-2	9	0.2	1	14	8	6	-0.3	-1	-5
CCOC(=O)/C(C(N)=NCCCO)=C(/O)c1ccccc1	-3	12	-5	3.4	-1	-3	13	12	-0.1	-3	-4
Cc1ccc(C(c2nnnn2C2CCCC2)N2CCc3ccccc32)cc1 (configuration not stated)	-2	-15	5	-0.3	0	-32	7	-98	-0.1	0	-6
COc1ccccc1-n1c(C)cc(/C=C2/C(=N)N3C(=NC2=O)SN=C3S(C)(=O)=O)c1C	4	-70	-10	-4.2	-2	-33	-235	-132	0.5	4	-4
COc1ccc(N2C(=O)C(CC(=O)Nc3ccccc3)N(Cc3ccc(OC)c(OC)c3)C2=O)cc1 (configuration not stated)	8	-13	30	4.0	-8	-7	-18	-9	0.2	2	-5
COCCNC(=O)CSc1nc(-c2ccccc2)cs1	.	-12	2	-2.6	-1	-47	-131	-164	0.1	2	-9
CS(=O)(=O)N1CCC(C(=O)Nc2ccc(Cl)cc2Cl)CC1	10	-1	-3	0.1	6	.	-11	-8	0.4	.	-5
CCOC(=O)c1cc(C)sc1NC(=O)c1ccc(Cl)s1	8	-25	5	1.7	0	-16	-6	8	0.0	4	.
COC(=O)c1ccc(NS(=O)(=O)c2c(C)nc3sccn3c2=O)cc1	0	0	9	3.0	-8	.	6	9	-0.1	.	-5
Cn1c(NCc2ccco2)nc2c1c(=O)n(Cc1ccc(Br)cc1)c(=O)n2C	-5	-9	-5	0.3	-4	3	34	8	0.2	1	-6
CCCCc1nc2ccccc2c(=O)n1NC(=O)c1c(O)c2c(n(CC(C)C)c1=O)CCCC2	-1	-17	-2	1.5	2	12	8	31	1.9	.	-5
C=CCn1c(NS(=O)(=O)c2ccccc2)c(S(=O)(=O)c2ccc(C)cc2)c2nc3ccccc3nc21	-8	12	28	1.2	-1	-16	15	16	-0.1	44*	-3
Cc1cc(C)n(-c2nnc3n2N=C(c2c[nH]c4ccccc24)CS3)n1	1	-17	14	7.1	3	41	15	6	-0.3	1	-4
CCCc1nc2c(C)cc(Br)cn2c1Cc1ccccc1C(F)(F)F	.	-28	.	-2.2	-2	.	16	29	0.0	.	-6
CCn1c(C)nc2cc(C(=O)NNC(=O)Nc3cccc(Cl)c3)ccc21	6	12	-5	0.0	0	2	-13	10	0.3	-1	-6
O=C(COC(=O)c1cccs1)NC1CCCC1	7	-32	10	-0.6	-7	-5	-131	-22	-0.1	-1	-4
C[C@H](CO)N1C[C@H](C)[C@H](CN(C)C(=O)Nc2ccc3c(c2)OCCO3)OCc2cnnn2CCCC1=O	-1	-50	1	2.5	-2	.	-47	-35	-0.2	.	-4
CCCCn1cc(SCC(=O)O)c2ccccc21	9	-24	6	-1.3	4	3	1	18	-0.1	0	-5
COc1nc(Nc2ccc([N+](=O)[O-])cc2)nc(NC(C)C)n1	-11	-34	0	-0.7	-8	-5	-10	-23	0.4	-2	-4
O=C(Nc1ccc2c(c1)OCCO2)C(c1cc2ccccc2o1)N1CCC(Cc2ccccc2)CC1 (configuration not stated)	.	-12	.	1.9	-1	.	-33	-40	-0.5	.	-7
O=C(NCC(c1ccco1)N1CCN(c2ccc(F)cc2)CC1)c1ccc2c(c1)OCO2 (configuration not stated)	2	-39	-2	0.2	2	0	-14	1	-0.1	-2	-1
CC(=O)c1c(C)[nH]c(C(=O)OCC(=O)N2CC(=O)Nc3ccccc32)c1C	2	-8	-5	0.1	-1	11	19	-3	0.0	1	0
Cc1ccc2nc(SCC(=O)c3cc(C)n(C)c3C)[nH]c2c1	2	-10	19	0.8	0	-2	-58	-64	-0.1	-3	-5
CC(c1ccccc1)n1c(CCCO)nc2ccccc21 (configuration not stated)	-6	-4	9	0.1	-8	10	2	1	0.0	.	-1
CNS(=O)(=O)c1cn(CC(=O)NCc2ccc(F)cc2)cc1S(=O)(=O)NC	-4	3	4	-0.3	-2	2	10	14	0.1	4	-18
CCCN(C(=O)COC(=O)CCOc1ccc(C)cc1)c1c(N)n(Cc2ccccc2)c(=O)[nH]c1=O	-4	1	2	-0.4	8	-12	26	15	-0.4	-3	-6
N/C(Cc1ccc(Cl)cc1Cl)=N\OC(=O)c1ccccc1F	3	-40	-6	-2.6	0	-28	-145	-161	0.0	0	-10
CC1OC(OC2C(CO)OC(OC3C(CO)OC(O)C(O)C3O)C(O)C2O)C(O)C(O)C1N[C@@H]1C=C(CO)[C@@H](O)C(O)[C@H]1O (some centres not stated)	-3	-26	0	4.0	-2	-6	-17	10	-0.2	-1	-5
CCOC(=O)C1=C(C)Nc2nc(=S)[nH]n2C1c1ccc(Cl)cc1 (configuration not stated)	.	0	-12	-0.2	2	-14	15	40	0.0	.	-5
CCOC(=O)NC(C(Cl)(Cl)Cl)S(=O)(=O)c1ccccc1 (configuration not stated)	-4	-15	9	-0.4	0	12	7	2	-0.1	-1	-13
Cc1ccc(-c2nc3ccc(Cl)cn3c2Cc2cccc(Cl)c2)cc1	.	-7	.	2.1	-4	.	-177	-229	0.3	.	-4
COc1cc(/C=N/NC(=O)c2ccoc2C)cc(OC)c1OC	.	-17	1	2.0	-8	-4	-44	-87	0.0	1	-5
Cc1cc(C)cc(-n2cccc2/C=C2/C(=N)N3C(=NC2=O)SN=C3S(C)(=O)=O)c1	15	20	1	0.0	-2	18	19	10	-0.2	-1	-12
CSc1cccc(NC(=O)/C=C/c2ccc(Cl)cc2)c1	-5	-51	6	-1.3	0	-61	-220	-336	0.5	-1	-8
O=C(c1ccc(S(=O)(=O)N2CCOCC2)cc1)N(c1cccc(Cl)c1)C1C=CS(=O)(=O)C1 (configuration not stated)	2	-36	2	-1.2	-2	14	18	5	-0.3	-1	-2
CC(C)(C)C1=NN=C2c3ccccc3C(=O)C21 (configuration not stated)	-2	6	7	-0.4	11	-1	-14	-18	-0.1	1	-17
CCOc1ccc(OCCC(=O)Nc2ccc3c(c2)OCO3)cc1	-4	-20	-3	0.6	3	8	1	-19	-0.4	5	-5
CCCn1nnnc1NC(=O)c1cc(Cl)ccc1Cl	7	-6	1	0.4	5	3	10	19	-0.4	2	-5
Cn1nc(C(F)(F)F)c(-c2ccc(Br)cc2)c1NC(=O)c1nccnc1C(=O)O	-6	4	3	0.1	-1	-6	9	8	0.0	3	-4
CC1CCc2c(sc3ncn(CCO)c(=O)c23)C1 (configuration not stated)	5	-74	-4	0.1	-18	-74	-173	-167	-0.6	-4	7
CN(C)S(=O)(=O)c1ccc2c(c1)nc(CCC(=O)NCc1ccc(Cl)cc1)n2C	3	16	-12	1.0	-1	19	-2	12	-0.7	1	-6

An excerpt from above in order of their number in HIF-2a block, descending:
Compound | Vif imaging | NR2E3 ag-1 | PDI inh | Exocytosis inh | MITF TRPM1 inh | Peg3 prom inh | HIF-2a block | aDG glyco up | NR2E3 ag-2 | CaV13 FRET inh
CC1OC(OC2C(CO)OC(OC3C(CO)OC(O)C(O)C3O)C(O)C2O)C(O)C(O)C1N[C@@H]1C=C(CO)[C@@H](O)C(O)[C@H]1O (some centres not stated) | -3 | -26 | 0 | -2 | -6 | -17 | 10 | -0.2 | -1 | -5
Cn1nc(C(F)(F)F)c(-c2ccc(Br)cc2)c1NC(=O)c1nccnc1C(=O)O | -6 | 4 | 3 | -1 | -6 | 9 | 8 | 0.0 | 3 | -4
CCOC(=O)NC(C(Cl)(Cl)Cl)S(=O)(=O)c1ccccc1 (configuration not stated) | -4 | -15 | 9 | 0 | 12 | 7 | 2 | -0.1 | -1 | -13
CCOc1ccc(OCCC(=O)Nc2ccc3c(c2)OCO3)cc1 | -4 | -20 | -3 | 3 | 8 | 1 | -19 | -0.4 | 5 | -5

(list continues)
SMILES	Vif imaging	NR2E3 ag-1	PDI inh	iPSC survival up	Exocytosis inh	MITF TRPM1 inh	Peg3 prom inh	HIF-2a block	aDG glyco up	NR2E3 ag-2	CaV13 FRET inh
CS(=O)(=O)N1CCC(C(=O)Nc2cccc(Cl)c2Cl)CC1	0	-10	-3	-0.1	6	5	-3	15	-0.2	4	-5
O=C(CN1C(=O)C2C3C=CC(C4CC34)C2C1=O)Nc1cnc2ccccc2c1 (configuration not stated)	2	10	-8	-0.7	0	3	-28	-55	-0.2	1	2
O=C(O)/C=C\C(=O)Nc1ccc(F)c(F)c1F	10	-7	-3	0.7	-3	0	10	13	0.0	3	-5
O=C1[C@H](Cc2ccccc2)NCCCC[C@@H](c2ccco2)N1Cc1ccccc1	3	-8	-3	-2.1	-5	-2	6	7	0.2	.	-12
CC1(C(=O)NCc2ccccc2)Oc2ccccc2NC1=O (configuration not stated)	7	-3	-5	-0.5	0	5	-7	0	-0.1	0	-3
Cc1c(Cl)cccc1NC(=O)c1cc(-c2ccco2)on1	2	-2	1	-0.3	-14	-35	-114	-137	0.0	2	-7
COc1ccc(Nc2nnc(SCC(=O)/C=C3/N(C)c4ccccc4C3(C)C)s2)cc1	-3	1	-7	-0.7	4	10	6	-10	0.2	1	-5
Cn1c(CO)cnc1SCc1c(Cl)cccc1Cl	1	-9	2	2.2	1	-6	-10	0	0.0	-2	-4
Cn1c2ccccc2c(=O)c2ccc(C#CC3(N)CCCCC3)cc21	-13	-35	-15	-1.3	5	11	52*	-100	0.2	5	26
COc1ccc(CNC(=O)C2Cc3c(-c4cccc(F)c4)ccnc3O2)cc1OC (configuration not stated)	.	-9	3	-1.2	-4	.	3	6	0.0	.	-4
Cc1ccc(C(CC(=O)O)C2CCOC(C)(C)C2)cc1 (configuration not stated)	34	0	-7	5.1	-2	8	3	8	-0.1	6	-7
Cc1ccc(CNc2nc(-c3cccnc3)nc3ccccc23)cc1	6	4	13	-0.6	105*	6	29	-2	0.3	1	-7
CC(C)Oc1ccc(S(=O)(=O)N2CCOCC2)cc1NC(=O)C1CSC2(C)CCC(=O)N12 (configuration not stated)	13	2	-2	-0.5	-1	-4	-3	10	0.1	2	-6
CC(C)c1nnc(N2C(=O)c3oc4ccccc4c(=O)c3C2c2ccco2)s1 (configuration not stated)	-4	-10	-2	1.2	-1	19	4	4	1.0	4	0
Cc1cn(CC(=O)NCCc2c[nH]c3ccccc23)c(=O)[nH]c1=O	-5	2	-2	3.3	-4	-10	-8	22	0.1	.	-6
NC(=O)C1CCN(C(=O)COc2cccc3ccccc23)CC1	9	-23	5	-0.4	0	1	2	-9	0.1	-1	-7
NC(=O)c1ccc[n+](CC(=O)c2ccccc2)c1	3	2	1	0.8	0	.	12	9	-0.2	-5	-4
Cc1c(C(=O)Nc2nc(-c3ccccn3)cs2)oc2ccccc12	.	34	-1	-2.2	-3	-6	-57	-128	1.1	0	.

Screens deposited in PubChem by several laboratories.
